# Screens (PubChem BioAssay)
# CHT block = inhibitors of human choline transporter CHT. B-score at 10 µM. High affinity choline transporter 1 (Homo sapiens), Q9GZV3. AID 488975, 2010. CHT-expressing cells, membrane potential dye, choline response; stronger effect = lower value. actives 0.86% (n = 310,000);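 active = B-score over 3 SD under the library average, and starting fluorescence ratio not unusually high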;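 also: choline stimulus applied at its EC90 after an EC20 pre-addition; B-score computed on integrated fluorescence ratio after choline addition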
# Target sequence (Q9GZV3 whole entry, looked up): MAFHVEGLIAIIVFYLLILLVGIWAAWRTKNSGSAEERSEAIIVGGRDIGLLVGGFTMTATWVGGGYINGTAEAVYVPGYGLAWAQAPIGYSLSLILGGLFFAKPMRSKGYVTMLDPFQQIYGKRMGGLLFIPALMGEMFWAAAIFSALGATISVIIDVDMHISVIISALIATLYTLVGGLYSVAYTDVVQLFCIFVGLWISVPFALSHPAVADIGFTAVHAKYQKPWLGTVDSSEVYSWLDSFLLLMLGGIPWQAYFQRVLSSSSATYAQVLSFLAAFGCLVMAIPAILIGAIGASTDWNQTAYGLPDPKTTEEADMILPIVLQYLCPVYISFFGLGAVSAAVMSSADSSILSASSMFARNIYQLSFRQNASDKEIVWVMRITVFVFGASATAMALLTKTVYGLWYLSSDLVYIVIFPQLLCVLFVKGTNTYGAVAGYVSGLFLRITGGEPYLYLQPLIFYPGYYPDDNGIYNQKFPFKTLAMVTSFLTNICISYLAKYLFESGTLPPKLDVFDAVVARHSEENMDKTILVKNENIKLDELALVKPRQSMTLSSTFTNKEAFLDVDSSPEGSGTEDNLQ
# Kir21 block = inhibitors of mouse Kir2.1 inward-rectifier potassium channel; B-score at 10 µM; Inward rectifier potassium channel 2 (Mus musculus), P35561; AID 1672, 2009; HEK293-Kir2.1, FluxOR thallium flux fluorescence; stronger effect = lower value; actives 0.85% (n = 310,000);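 active = fluorescence ratio B-score at or below minus 3 SD of library scores, with starting-brightness B-score within 2 SD, cut at about -4.2 in these data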;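 also: channel flux triggered by added potassium and thallium sulfate stimulus; B-score of peak minus minimum fluorescence over baseline after thallium stimulus; more negative B-score means stronger Kir2.1 block with less thallium influx; some compounds called inactive have numbers as strong as hits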
# Target sequence (P35561 whole entry, looked up): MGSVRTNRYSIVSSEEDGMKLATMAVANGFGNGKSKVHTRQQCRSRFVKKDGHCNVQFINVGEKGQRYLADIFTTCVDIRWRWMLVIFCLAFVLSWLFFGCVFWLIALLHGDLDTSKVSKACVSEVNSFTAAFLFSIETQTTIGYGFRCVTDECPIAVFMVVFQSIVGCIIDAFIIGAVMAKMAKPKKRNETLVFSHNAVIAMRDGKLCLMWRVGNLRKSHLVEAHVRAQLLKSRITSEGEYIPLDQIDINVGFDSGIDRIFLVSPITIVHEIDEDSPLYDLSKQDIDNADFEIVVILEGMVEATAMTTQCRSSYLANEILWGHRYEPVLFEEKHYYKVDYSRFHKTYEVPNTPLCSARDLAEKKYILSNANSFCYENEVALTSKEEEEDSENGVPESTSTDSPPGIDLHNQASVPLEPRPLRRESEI
# * hit, by the source's call; i = inactive; / = not tested or not shown.
Compound | CHT block | Kir21 block
CC(C)NC(=O)CSc1ccccc1C(=O)NNC(=O)Cn1ccc(C(F)(F)F)n1 | i | -1.67
COC(=O)C(CCSC)NC(=O)c1cc2c(n(-c3ccc(C)cc3)c1=O)CCCC2=O (stereo unspecified) | i | 1.08
CCCCC(=O)Nc1ccccc1N1CCOCC1 | i | -0.15
Clc1ccc(CN2C3=NCCCN3c3ccccc32)cc1Cl | i | -3.97
COc1cccc(C(=O)NCCN2CCN(c3ccc(Cl)cc3)CC2)c1 | i | /
CCOC(=O)c1cc(-c2ccccc2C)nn1Cc1cc(C)no1 | i | /
CCOc1ccccc1CN1CCN(Cc2ccc3cccc(OC)c3n2)CC1CCO (stereo unspecified) | i | -1.16
Cc1ccc(S(=O)(=O)Nc2cccnc2)cc1C | i | 0.39

Compound | CHT block | Kir21 block
CN(C)S(=O)(=O)c1ccc(/C(O)=C2/C(=O)C(=O)N(Cc3cccnc3)C2c2ccco2)cc1 (stereo unspecified) | i | 0.8
CSc1ccccc1NC(=O)COC(=O)Cc1cccs1 | i | -1.52
CC1=C(OC(=O)c2ccc(Br)cc2)C(C)(C)C(c2ccccc2)OC1=O (stereo unspecified) | i | 0.36
Cc1ccc(N2CCN(S(=O)(=O)c3cccs3)CC2C)cc1 (stereo unspecified) | i | 0.06
Cc1ccc(N=Nc2c(N)nn3c(N)c(C#N)c(C)nc23)cc1 | i | 2.68
COc1cccc(C2C3(C#N)C(N)=NC(OC)(OC)C23C#N)c1 (stereo unspecified) | i | 0.11
COc1ccc(N(CC(=O)N2CCN(c3cccc(C)c3)C(C)C2)S(=O)(=O)c2c(C)n[nH]c2C)cc1 (stereo unspecified) | i | 0.31
COC(=O)c1ccc(C(=O)Nc2ccc(C(C)C)cc2N)cc1 | i | 0.14

# Part of the list above in another layout:
# Values in the order – CHT block | Kir21 block
CSc1ccccc1NC(=O)COC(=O)Cc1cccs1
    i | -1.52
Cc1ccc(N=Nc2c(N)nn3c(N)c(C#N)c(C)nc23)cc1
    i | 2.68
COC(=O)c1ccc(C(=O)Nc2ccc(C(C)C)cc2N)cc1
    i | 0.14
Cc1ccc(N2CCN(S(=O)(=O)c3cccs3)CC2C)cc1 (stereo unspecified)
    i | 0.06
COc1ccc(N(CC(=O)N2CCN(c3cccc(C)c3)C(C)C2)S(=O)(=O)c2c(C)n[nH]c2C)cc1 (stereo unspecified)
    i | 0.31
CN(C)S(=O)(=O)c1ccc(/C(O)=C2/C(=O)C(=O)N(Cc3cccnc3)C2c2ccco2)cc1 (stereo unspecified)
    i | 0.8
COc1cccc(C2C3(C#N)C(N)=NC(OC)(OC)C23C#N)c1 (stereo unspecified)
    i | 0.11

# (more compounds)
Compound | CHT block | Kir21 block
CCC(=O)N1CCN(c2c(Cl)cccc2[N+](=O)[O-])CC1 | i | 1.75
CC1Cc2ccccc2N1C(=O)Cn1cc([N+](=O)[O-])cn1 (stereo unspecified) | i | 0.68
COC(=O)c1cc(O)c(OCc2ccccc2)c(O)c1 | i | -0.52
O=C(Oc1ccc(-c2cnc3ccccc3n2)cc1)c1cccc([N+](=O)[O-])c1 | i | 2.45
CC1CCN(S(=O)(=O)c2ccc3c(c2)c(=O)c(C(=O)NCc2ccccc2Cl)cn3C)CC1 | i | -0.02
O=C(NCc1ccc2c(c1)OCO2)C1CCCN1C(=O)Nc1cccc(Cl)c1 (stereo unspecified) | i | -0.23
CC(=O)Oc1ccccc1C(=O)Oc1ccccc1C(=O)O | i | /
O=C(NS(=O)(=O)Oc1cccc(F)c1)OC[C@@H]1CCCN2CCCCC12 (stereo partly specified) | i | 0.29

Compound | CHT block | Kir21 block
O=C(c1ccco1)N(Cc1ccc(Cl)cc1)C1CCS(=O)(=O)C1 (stereo unspecified) | i | -1.94
CCOc1ccc2oc(C(=O)NNC(=O)c3csc(N4CCOCC4)n3)c(C)c2c1 | i | 1.03
Cc1nnc(SCC(=O)NC(=O)NC(C)(C)C)n1N | i | 0.47
CCOC(=O)N1CN(C(=O)OCC)CN(C(=O)OCC)C1 | i | -0.65
CC(C)(C)c1ccc(Cn2nnc3c(=O)[nH]c(C4CCN(C(=O)c5ccco5)CC4)nc32)cc1 | / | 1.27
CCOc1ccc(S(=O)(=O)N2CCCC(C(=O)N3CCC(C(N)=O)CC3)C2)cc1Cl (stereo unspecified) | i | 0.85
O=C(c1ccccc1)c1ccc(OCC(O)CNCc2ccc(F)cc2)cc1 (stereo unspecified) | i | -9.22*
CC1CCc2c(sc3nc(C4CC4)nc(N4CCN(C(=O)c5ccco5)CC4)c23)C1 (stereo unspecified) | i | 1.85

Compound | CHT block | Kir21 block
O=C(Nc1cc(C(F)(F)F)ccc1Cl)c1cc(C2CC2)on1 | i | -2.81
Cc1cccc(NC(=O)NNC(=O)COc2ccc3ccccc3c2)c1 | i | 0
CCC(CO)NCC#Cc1ccccc1 (stereo unspecified) | i | -0.02
CC1CCN(C(=O)CSc2nc(N)c(NC(=O)c3ccccc3)c(=O)[nH]2)CC1 | i | -0.21
Cc1cc(Nc2ccccc2)n(C(=O)c2ccc(N)cc2)n1 | i | 1.71
CC1CN(C(=O)c2ccc(CNS(=O)(=O)c3cccc(Cl)c3)cc2)CC(C)O1 (stereo unspecified) | / | 0.15
O=C(CSCCO)Nc1cccc(C(F)(F)F)c1 | i | -0.51
CC(C)(C)c1ccc(OCc2ccc(C(=O)NCc3cccnc3)o2)cc1 | i | 0.43

Compound | CHT block | Kir21 block
CC(C)(C)C(=O)N1CCc2cc(-c3csc(N)n3)ccc21 | i | 0.99
CCOc1ccc(N2C(=O)CNC2=S)cc1 | i | -0.01
Cc1ccccc1Nc1ncnc2c1cnn2-c1ccccc1 | i | -0.67
N/C(Cc1ccc(Cl)cc1)=N\OC(=O)C1CCCCC1 | i | -0.38
O=C(c1cccc(-c2ccco2)c1)N1CCCC(N2CCN(c3ccc(F)cc3)CC2)C1 (stereo unspecified) | i | 0.04
O=[N+]([O-])/C=C/c1cn(Cc2ccccc2)c2ccccc12 | i | -0.88
CCOC(=O)N1CCC(NC(=O)CSCc2nc(-c3cccc(OC)c3)oc2C)CC1 | i | -1.32
O=C(CSCc1ccc(Cl)cc1)NCCSCc1ccco1 | i | -2.44

Compound | CHT block | Kir21 block
COc1cccc(N2CCN(C(=O)c3ccc(CS(=O)c4ccccc4Cl)o3)CC2)c1 (stereo unspecified) | i | 0.94
Nc1ccc(NC(=O)c2ccco2)c(Cl)c1 | i | -2.04
Cc1c2cn[nH]c(=O)c2c(C)n1Cc1ccc(F)cc1 | i | 1.9
COc1ccc(C(C(=O)NC2CCCCC2)N2CCC3(CC2)OCCO3)cc1 (stereo unspecified) | i | /
Cc1nnc2c(Oc3ccccc3)nc3ccccc3n12 | i | 0.51
O=C(c1cccc(Cl)c1)N1CCN(c2ncnc3c2cnn3-c2ccccc2)CC1 | i | 0.31
CC(=O)c1c(NCCc2ccccc2)nc(=S)n(-c2ccccc2)c1C | i | 0.2
CCC1=NN2C(=N)/C(=C\c3ccc(OCc4cc(=O)n5nc(CC)sc5n4)c(OC)c3)C(=O)N=C2S1 | / | 0.54

Compound | CHT block | Kir21 block
COCCCNc1nc2nonc2nc1NCCSC | i | 1.39
Cc1ccc(COc2ccsc2C(=O)NNC(N)=S)cc1 | i | 2.11
O=C(CCN1C(=O)/C(=C/c2ccccc2)SC1=S)NC1CCS(=O)(=O)C1 (stereo unspecified) | i | -0.48
O=C(c1ccc2c3c(cccc13)CC2)C1CCCN(Cc2ccccn2)C1 (stereo unspecified) | i | -1.19
Cc1c(N=Cc2ccc(O)c(Br)c2)cccc1[N+](=O)[O-] | i | 0.49
Cc1ccc(S(=O)(=O)N(CC(=O)NCc2ccccc2Cl)C(=O)N2CCN(C)CC2)cc1 | i | -1.77
CN(C)/N=C/c1ccc(Sc2ccccc2[N+](=O)[O-])o1 | i | -0.14
COc1ccc(N(C(=O)c2ccc(Cl)cc2)C2=CC3CCC(C2)N3C)cc1 (stereo unspecified) | i | -0.64

Compound | CHT block | Kir21 block
Cc1cccc(-c2nnc(SCC(=O)N3CCOCC3)o2)c1 | i | -1.6
COc1cccc2cc(C(=O)N3CCN(C45CC6CC(CC(C6)C4)C5)CC3)c(=O)oc12 | i | 0.09
Cc1cc(C(=O)Nc2ccccc2Cc2ccccc2)no1 | i | -1.92
CCOc1ccc(CCNC(=O)CCCn2nc(C)c3c(C)n(-c4ccccc4)nc3c2=O)cc1 | i | 0.62
CCN(CCn1cccn1)C(=O)c1cc(COc2cccc3cccnc23)on1 | i | -0.55
Cc1cc2c(cc1C)CSC(c1ccccc1O)SC2 | i | 1.06
COC(=O)c1nnc(-c2ccccc2)c(-c2ccccc2)n1 | i | 0.17
Cc1ccc(C(C(=O)NC(C)(C)C)N(Cc2cccs2)C(=O)c2ccc3c(c2)OCCO3)cc1 (stereo unspecified) | i | 1.44

Compound | CHT block | Kir21 block
C=CCn1c(SCC(=O)N2CCN(c3ccc(F)cc3)CC2)nnc1-c1ccco1 | i | 0.22
O=C(CCn1cnc2ccccc21)N/N=C/c1ccc(O)cc1 | i | 2.54
COc1ccc(C)cc1S(=O)(=O)N1CCCC(C(=O)NC2CC2)C1 (stereo unspecified) | i | 0.35
Cn1c(SCC(=O)Nc2nccs2)nnc1C12CC3CC(CC(C3)C1)C2 | i | -1.02
COc1cccc(NC(=O)NNS(=O)(=O)c2ccc(OC)cc2OC)c1 | i | -1.25
Cc1cc[n+](CC[n+]2ccc(C)cc2)cc1 | i | -0.44
CN(C)CCN=Cc1c(O)n(Cc2ccccc2)c(=O)c2ccccc12 | i | -3.02
O=[N+]([O-])c1cccc(-c2nnc(SCc3cccnc3)o2)c1 | i | -0.76

Compound | CHT block | Kir21 block
NS(=O)(=O)c1ccc(NC(=O)COc2ccc(Cl)cc2)cc1 | i | -1.02
COc1ccc2cc3c(N)nn(C(=O)c4cccc(F)c4)c3nc2c1 | i | -0.06
CCOC(=O)Cc1csc(NC(=O)NC2(C(F)(F)F)Oc3ccc(Cl)cc3O2)n1 (stereo unspecified) | i | 0.19
OC(CNCC1CCCO1)Cn1c2ccc(Cl)cc2c2cc(Cl)ccc21 (stereo unspecified) | i | -5.43*
COc1ccc(CCNC2CC(=O)N(CCc3ccc(OC)c(OC)c3)C2=O)cc1 (stereo unspecified) | i | 1.03
O=[n+]1cc(-c2cc3ccccc3o2)n([O-])c2c1CCCC2 | i | -0.05
Cn1nc(C(=O)NCc2ccccc2)c2c1-c1ccccc1S(=O)(=O)C2 | i | 0.01
CCOc1ccccc1NC(=O)CCc1nnc2ccc(NCc3ccco3)nn12 | i | -0.59

Compound | CHT block | Kir21 block
NC(N)=N/N=C/c1ccc(OCc2ccc(Cl)cc2Cl)cc1 | i | -1.64
Cc1cc(/C=N\O)c(C)n1-c1ccncc1 | i | 0.33
CSc1ccc(/C=N/N2CCN(Cc3ccccc3)CC2)cc1 | i | 0.19
COc1ccc(O)c(/C=N/Nc2nc(C)cc(-c3ccccc3)n2)c1 | i | 0.4
O=C1CC(N2CCC(c3nc4ccccc4o3)CC2)C(=O)N1 (stereo unspecified) | i | 1.16
CCOC(=O)C1CCN(C(=O)/C=C/c2cccs2)CC1 | i | 0.22
COc1ccc(CCNC(=O)CCS(=O)(=O)c2cccc3nsnc23)cc1OC | i | -1.93
Cc1nnc(NC(=O)c2cccc(S(=O)(=O)N3CC(c4ccccc4)CC3=O)c2)s1 (stereo unspecified) | i | 1.35

Compound | CHT block | Kir21 block
CCN(CC)c1ccc(NC(=O)c2ccc(NC(=O)C3CCCO3)cc2)c(C)c1 (stereo unspecified) | i | /
CCCNC(=S)N1CCC(NC(=O)Nc2ccc(C)cc2)CC1 | i | -0.79
Cc1cccc(Nc2nc(NC(C)C)nc(Oc3ccc(=O)n(C)n3)n2)c1 | i | -0.74
CN1CCN(C(=S)NC(=O)c2ccc(Br)cc2)CC1 | i | -0.25
Cc1c(Cl)cccc1-n1cnc(=O)c2ccccc21 | i | -0.22
Cc1nnc(SCCn2c(N3CCCC(C)C3)nc3c2c(=O)[nH]c(=O)n3C)s1 (stereo unspecified) | i | 0.19
CN(C(=O)COc1ccc(Cl)cc1Br)C1CCCCC1 | i | -1.51
Cc1ccc(NC(=O)c2ccc(=O)[nH]c2)cc1S(=O)(=O)N1CCCCC1 | i | 0.06

Compound | CHT block | Kir21 block
CSC1=NC(=O)/C(=C\c2cccc3ccccc23)S1 | i | 1.04
CCC1CC(C)(C(=O)Nc2ccc(S(N)(=O)=O)cc2)OC1=O (stereo unspecified) | i | -0.02
Cc1sc2ncn(/N=C/c3ccco3)c(=O)c2c1C | i | 0.05
Cc1ccc(S(=O)(=O)N2CCOCC2)cc1NC(=O)CSc1cccc[n+]1[O-] | i | -3.94
O=C(CCS(=O)(=O)c1cccc2nsnc12)NC1CCCCC1 | i | 2.46
Cc1ccc(S(=O)(=O)N2CC(=O)NC(=O)C2)cc1 | i | 2.24
CCn1c(=O)c2c(n3c(=S)[nH]nc13)-c1ccccc1CC21CCCCC1 | i | -0.09
O=C(CSc1ccc(-c2cccnc2)nn1)Nc1ccccc1F | i | 0.04

Compound | CHT block | Kir21 block
COc1ccc(CCNC(=O)c2ccccc2)cc1 | i | 1.38
Cc1ccc2nc(Nc3ccc(F)cc3)c3nncn3c2c1 | i | -0.3
N/C(=N\O)c1ccc([N+](=O)[O-])s1 | i | -0.62
Cc1nc(-c2ccccc2)c(Cc2ccccc2O)c(=O)[nH]1 | i | -0.04
Cc1oc2c(CN3CCC(C)CC3)c(O)ccc2c(=O)c1-c1ccccc1 | i | -0.81
O=[N+]([O-])c1cc(C(F)(F)F)ccc1N1CCN(CCO)CC1 | i | 2.5
O=C(O)CSc1ccccn1 | i | -1.22
